# GALK inhibitor: qHTS Assay for Inhibitors of Human Galactokinase (GALK); P51570; Potency, µM (top dose mostly 57.5 µM), for the others: top-dose activity change, negative = inhibition, actives largely listed as inhibitors; Purified GALK, Kinase-Glo residual ATP luminescence; 0.007% of 270,000 active; also: potency is read from the fitted curve at half-maximal effect; % is scaled to controls: 0 for no effect and ±100 for the full control effect
#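 Quantitative HTS: GALK 5 nM, ATP 35 uM, galactose 100 uM, 1 h room temperature, then luciferase-based ATP detection.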
# Coupling enz: qHTS Assay for Inhibitors of Fructose-1,6-bisphosphate Aldolase from Giardia Lamblia: Coupling assay counterscreen. activity change, negative = inhibition, % at 58.2 µM, hits read low. coupling enzyme system counterscreen, AmpLite Red fluorescence. 0.67% of 290,000 active; in the data active = activity change below about -30%; also: % is scaled to controls: 0 for no effect and ±100 for the full control effect
#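 Activity here indicates interference with the coupling reaction, not aldolase inhibition. Compounds at 57.5 uM final met coupling enzymes for 10 min at RT; substrate and AmpLite Red detection followed, with a 525/598 nm fluorescence read after 20 min.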
# TRPV1 agonist: HTS Assay for Compounds that Act as Agonists of the Vanilloid Receptor 1 | Transient receptor potential cation channel subfamily V member 1 (Homo sapiens), Q8NER1 | TRPV1-expressing cells, Fluo-8 calcium influx, agonist mode | activation, % at 8.33 µM | 0.19% of 320,000 active; in the data active = activation above about 80%; inconclusive = between about 30% and that limit; also: 0% is about no effect
#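 TRPV1-expressing cells were cultured overnight at 35.5C and loaded with Fluo-8 calcium dye for 40 to 90 min at room temperature. After a 10 s baseline, compound was added and calcium influx was read kinetically for 3 min (ex 480/em 520 nm).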
# B2AR arrestin: qHTS assay of beta-arrestin-biased ligands of beta2-adrenergic receptor; Beta-2 adrenergic receptor (Homo sapiens), P07550; 0.02% of 330,000 active; Potency, µM (titrated, usually from 46.1 µM), for the others: at the highest dose activation, actives largely listed as activators; beta-arrestin recruitment to beta2AR, cell-based reporter; AID 492947, 2010;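 also: potency is read from the fitted curve at half-maximal effect; 0% = DMSO controls and full agonism = EC100 isoproterenol or metaproterenol; nearly all actives have a fitted effect of over 65% in size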
# PKM2 act: qHTS Assay for Activators of Human Muscle isoform 2 Pyruvate Kinase. purified PKM2, Kinase-Glo ATP luminescence, activation; response scale: 0% is enzyme alone, no compound. Pyruvate kinase PKM (Homo sapiens), P14618. 0.34% of 260,000 active. Potency, µM (top dose mostly 57.5 µM), for inactives: at the top dose activation, hits mostly activators; also: potency is read from the fitted curve at half-maximal effect; % is scaled to controls: 0 for no effect and ±100 for the full control effect; nearly all actives have a fitted effect of over 55% in size
#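 hPK-M2, >95% pure; 0.1 mM ADP / 0.5 mM PEP final; imidazole pH7.2 buffer w/ 7 mM MgCl2, 50 mM KCl; 1 h RT; Kinase-Glo lum. Intermediate enzyme activity for dual inhibitor/activator qHTS.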
# Menin MLL FP TR: qHTS Assay for Inhibitors Targeting the Menin-MLL Interaction in MLL Related Leukemias: Competition With Texas Red Labeled MLL-derived Mutant Peptide; O00255; Menin + Texas Red MLL mutant peptide, fluorescence polarization; Potency, µM (series often up to 61.6 µM), inactives show top-dose FP activity change, negative = inhibition, most hits filed as inhibitors; 0.23% of 270,000 active; AID 1768, 2009; active = well fitted inhibition curve with a large enough effect in the polarisation, with a control signal flat, not every such curve was filed as active; inconclusive = small, poorly fitted or top-dose-only effect, or effect the other way, or a change in a side signal; inactive = no such curve, though single readings can be large or run the other way; the % refers to the polarisation; also: potency is read from the fitted curve at half-maximal effect; % of control where 0% means no effect; many of its hits are not listed in these tables
# KCNH2 3.1 block: qHTS for Inhibitors of KCHN2 3.1: Mutant qHTS; Potassium voltage-gated channel subfamily H member 2, brain isoform KCNH2 3.1 (human); U2OS KCNH2 3.1, thallium flux FluxOr; stronger effect = lower value; activity change, % (tested at about 1.8 µM); 0.95% of 340,000 active;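 active = maximum activity change below -70%; inconclusive = maximum activity change from -70% to -50%; inactive = maximum activity change above -50%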;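 also: thallium influx rate constant from kinetic fluorescence after stimulation buffer; % is scaled to controls: 0 for no effect and ±100 for the full control effect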
#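 U2OS cells transduced with KCNH2 3.1 mutant virus (1.77 x 10^8 /mL, 4 h), plated overnight at 37 C, loaded 45 min with FluxOr dye plus Red40 quencher. Thallium flux rate constant from kinetic reads after stimulation buffer, normalised to controls.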
# KCNH2 WT inh: qHTS for Inhibitors of KCHN2 3.1: Wildtype qHTS | Voltage-gated inwardly rectifying potassium channel KCNH2 (Homo sapiens), Q12809 | activity change, % at 1.84 µM | U2OS, BacMam KCNH2, thallium flux FluxOr; stronger effect = lower value | 0.37% of 340,000 active;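 active = maximum activity change below -70%; inconclusive = maximum activity change between -70% and -50%; inactive = maximum activity change above -50%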; also: % is scaled to controls: 0 for no effect and ±100 for the full control effect
#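 U2OS cells were transduced with wild-type KCNH2 virus (2.03 x 10^8 / mL) for 4 h at room temperature, then cultured overnight at 37 C. Thallium flux was read with FluxOr dye. Rate constants were normalized to DMSO controls.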
# CXXC DNA block: qHTS Fluorescence Polarization Assay for Inhibitors of MLL CXXC domain - DNA interaction; Histone-lysine N-methyltransferase 2A (Homo sapiens), Q03164; MLL-CXXC / FITC-HOXA9 DNA fluorescence polarization; Potency, µM (titrated, usually from 115 µM), for inactives: top-dose activity change, negative = inhibition, usual class: inhibitors; 0.037% of 290,000 active; AID 2662, 2010; active = well fitted inhibition curve with a large enough effect in the polarisation, with a control signal flat, not every such curve was filed as active; inconclusive = small, poorly fitted or top-dose-only effect, or effect the other way, or a change in a side signal; inactive = no such curve, though single readings can be large or run the other way; the % refers to the polarisation; also: potency is read from the fitted curve at half-maximal effect
#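 Purified MLL-CXXC (added from a 7 uM solution) was preincubated 5 min at ambient with pinned compounds in 50 mM Tris-HCl pH 7.5, 50 mM NaCl, 1 mM DTT, 0.05% BSA. Fluorescein-labeled HOX-A9 DNA (50 nM solution) followed, 30 min, then polarization read.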
# Giardia kill: Small Molecules that selectively kill Giardia lamblia: qHTS; Giardia lamblia trophozoite viability; activity change, % at 7.66 µM, hits read low; 0.15% of 340,000 active; in the data active = activity change below about -80%; inconclusive = between about -30% and that limit;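 also: parasites exposed to compound for two days anaerobically before the ATP read; % is scaled to controls: 0 for no effect and ±100 for the full control effect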
#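 Viability, read as ATP luminescence: trophozoites at 100 cells/well, compound added, 48 hrs anaerobic at 37 deg C, then 15-30 min room-temperature development before reading.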
# USP2a block: qHTS Assay for Inhibitors of Ubiquitin-specific Protease USP2a Using CHOP2 as the Reporter; AID 463254, 2010; 0.01% of 330,000 active; Ubiquitin carboxyl-terminal hydrolase 2 (Homo sapiens), O75604; Potency, µM (doses to about 38.3 µM), for the others: top-dose activity change, negative = inhibition, usual class: inhibitors; USP2 core, Ub-CHOP2 coupled fluorogenic reporter, 485/531;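 also: potency is read from the fitted curve at half-maximal effect; plate controls were DMSO wells for no effect and full inhibition by NEM control for full effect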
#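 Cell-free coupled assay: 10nM USP2 core preincubated 30min RT with compound in Tris-HCl pH 8.0/CaCl2/CHAPS buffer, then 25nM Ub-CHOP2 and 25nM reporter substrate; fluorescence (Ex 485/Em 531) read after 60min RT, normalized to NEM inhibition, concentration-response curves fitted.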
# An asterisk follows results filed as active; u = inconclusive; x = no result given; [ ] = another dose, or the depositor's remark. Unless noted, calls follow the shape of the dose curve; as a rule, active = well fitted curve in the direction sought with a large enough effect; inconclusive = small, poorly fitted or top-dose-only effect, or another doubt; inactive = no such curve, though single readings can be large; an effect the other way counts as inactive or inconclusive. Not all compounds are listed (hit frequency here may not be typical).
1	CC(C)(C)c1cnnn1-c1ccc(NC(=O)c2ccc(Br)o2)cc1
2	Fc1ccccc1CSc1nnc(-c2cnccn2)n1Cc1ccco1
3	CCNC(=S)N/N=C/c1ccc(OCc2ccc(C(=O)OC)cc2)cc1
4	Cc1nc(SC2C=CS(=O)(=O)C2)n[nH]1 (stereo not given)
5	CCOc1ccc2cc(C#N)c(SCC(=O)NC(C)CC)nc2c1 (stereo not given)
Assay by compound	1	2	3	4	5
GALK inhibitor	-5%	-2%	-1%	1%	7%
Coupling enz	1	0	3	0	1
TRPV1 agonist	1	3	2	-5	0
B2AR arrestin	0.3%	0.2%	-1.2%	-1.0%	-0.1%
PKM2 act	-3%	1%	-3%	-9%	12%
Menin MLL FP TR	0%	-24%	2%	-2%	-17%
KCNH2 3.1 block	2	6	12	3	x
KCNH2 WT inh	4	0	5	-30	x
CXXC DNA block	2%	-2%	-1%	1%	4%
Giardia kill	1	-18	-8	-1	x
USP2a block	4%	2%	-9%	0%	-1%

6	COc1ccc(/C=C(\NC(=O)c2ccc(OC)c(OC)c2)C(=O)NCCc2c[nH]c3ccccc23)cc1
7	O=c1c(-c2ccnn2-c2cccc(Cl)c2)cnc2n1CCS2
8	COc1ccc(NC(=O)CN2CCC3(O)CCCCC3C2c2ccccc2OC)cc1 (stereo not given)
9	Cn1c(=O)n(C)c2cc(NC(=O)CCc3ccccc3)c(Br)cc21
10	COCC(=O)Nc1nnc(SCC(=O)N2CCCCC2)s1
Assay by compound	6	7	8	9	10
GALK inhibitor	5%	-3%	4%	8%	4%
Coupling enz	-3	-1	0	1	-1
TRPV1 agonist	-2	3	25	1	0
B2AR arrestin	3.4%	0.0%	-1.0%	-0.5%	0.3%
PKM2 act	0%	3%	1%	1%[11.5 µM]	x
Menin MLL FP TR	-23%	x	-6%	-2%	5%
KCNH2 3.1 block	-15	-1	x	4	8
KCNH2 WT inh	6	10	x	9	0
CXXC DNA block	34%[activator]	-2%	5%	-5%	3%
Giardia kill	-4	-2	x	-19	-7
USP2a block	-1%	4%	-2%	1%	-1%

# Shown tab-delimited: entries from further up.
entry	Compound	GALK inhibitor	Coupling enz	TRPV1 agonist	B2AR arrestin	PKM2 act	Menin MLL FP TR	KCNH2 3.1 block	KCNH2 WT inh	CXXC DNA block	Giardia kill	USP2a block
3	CCNC(=S)N/N=C/c1ccc(OCc2ccc(C(=O)OC)cc2)cc1	-1%	3	2	-1.2%	-3%	2%	12	5	-1%	-8	-9%
4	Cc1nc(SC2C=CS(=O)(=O)C2)n[nH]1 (stereo not given)	1%	0	-5	-1.0%	-9%	-2%	3	-30	1%	-1	0%
5	CCOc1ccc2cc(C#N)c(SCC(=O)NC(C)CC)nc2c1 (stereo not given)	7%	1	0	-0.1%	12%	-17%	x	x	4%	x	-1%
6	COc1ccc(/C=C(\NC(=O)c2ccc(OC)c(OC)c2)C(=O)NCCc2c[nH]c3ccccc23)cc1	5%	-3	-2	3.4%	0%	-23%	-15	6	34%[activator]	-4	-1%
7	O=c1c(-c2ccnn2-c2cccc(Cl)c2)cnc2n1CCS2	-3%	-1	3	0.0%	3%	x	-1	10	-2%	-2	4%
8	COc1ccc(NC(=O)CN2CCC3(O)CCCCC3C2c2ccccc2OC)cc1 (stereo not given)	4%	0	25	-1.0%	1%	-6%	x	x	5%	x	-2%

# (next part)
11	O=C(NCc1ccc2c(c1)OCO2)c1sccc1Br
12	Cc1cccc(-c2nc(Nc3cccc(O)c3)c3ccccc3n2)c1
13	OC1(C#CCCN2CCCCC2)c2ccccc2-c2ccccc21
14	O=C(NC(=O)c1ccccc1F)Nc1nc(-c2cccs2)cc(C(F)(F)F)n1
15	Nn1c(SCc2ccccc2F)nnc1-c1ccccn1
16	Cn1c(SCC(=O)N/N=C/C=C\c2ccco2)nc2ccccc21
17	COc1ccc([C@H]2CC(=O)C=C(c3ccc4c(c3)OCCO4)C2)cc1
18	N#CC1=C2SCN(c3ccc(F)cc3)CN2C(=O)CC1c1cccc(F)c1 (stereo not given)
Assay by compound	11	12	13	14	15	16	17	18
GALK inhibitor	x	2%	1%	x	-4%	0%	x	0%
Coupling enz	1	-2	-1	-7	-1	-24	x	-14
TRPV1 agonist	2	8	1	9	9	-8	16	1
B2AR arrestin	0.7%	-0.1%	-0.1%	-0.4%	0.0%	0.2%	0.4%	-0.3%
PKM2 act	0%	x	1%	-3%	4%	7.1µM*	x	-7%
Menin MLL FP TR	x	u	-7%	-7%	x	u	x	u
KCNH2 3.1 block	-18	1	16	11	4	-6	-1	4
KCNH2 WT inh	-3	1	11	-2	-1	-5	6	6
CXXC DNA block	-2%	-14%	9%	4%	-8%	5%	x	-1%
Giardia kill	-16	-22	0	-5	5	-3	4	-1
USP2a block	2%	-11%	3%	2%	2%	0%	0%	0%

# Bioassay records deposited in PubChem BioAssay by National Center for Advancing Translational Sciences (NCATS).
